Assay outcomes: PubChem, National Center for Advancing Translational Sciences (NCATS)
Giardia FBPA inh – qHTS Assay for Inhibitors of Fructose-1,6-bisphosphate Aldolase from Giardia Lamblia. AID 2451, 2010. actives 0.71% (n = 290,000). A8B2U2. purified Giardia FBPA. Potency, µM (top dose mostly 59.6 µM), without a hit: at the highest dose activity, negative = inhibition, hits mostly inhibitors; note: potency is the fitted concentration of half-maximal effect; nearly all actives have a fitted effect of over 55% in size
Target sequence (A8B2U2 whole entry, looked up): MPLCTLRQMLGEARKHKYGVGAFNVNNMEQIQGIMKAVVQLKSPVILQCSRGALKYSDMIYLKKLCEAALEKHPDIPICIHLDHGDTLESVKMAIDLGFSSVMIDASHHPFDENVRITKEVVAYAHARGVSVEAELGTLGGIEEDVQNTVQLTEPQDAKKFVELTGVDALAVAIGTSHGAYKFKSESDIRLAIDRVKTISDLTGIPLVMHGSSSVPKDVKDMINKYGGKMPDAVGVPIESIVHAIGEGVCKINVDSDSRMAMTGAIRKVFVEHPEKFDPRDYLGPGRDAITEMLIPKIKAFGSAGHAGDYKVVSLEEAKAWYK
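40 nM FBPA preincubated 10 min at RT with compound (up to 57.5 uM final), then substrate plus GAPDH/TPI/NAD/arsenate coupling and diaphorase/resazurin added. Fluorescence read after 20 min at RT, 525/598 nm.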
AmpC inh detg – qHTS Inhibitors of AmpC Beta-Lactamase (assay with detergent). P00811. AID 485294, 2010. actives 0.041% (n = 370,000). Potency, µM (top dose mostly 114 µM), inactives show at the top dose activity change, negative = inhibition, most hits filed as inhibitors. AmpC hydrolysis of nitrocefin, absorbance 480 nm, 0.01% Triton;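 note: potency is the fitted concentration of half-maximal effect; 0% = no-compound wells and -100% = no-enzyme wells; nearly all actives have a fitted effect of over 25% in size; some results filed as inactive show a strong effect at the top dose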
Target sequence (P00811 whole entry, looked up): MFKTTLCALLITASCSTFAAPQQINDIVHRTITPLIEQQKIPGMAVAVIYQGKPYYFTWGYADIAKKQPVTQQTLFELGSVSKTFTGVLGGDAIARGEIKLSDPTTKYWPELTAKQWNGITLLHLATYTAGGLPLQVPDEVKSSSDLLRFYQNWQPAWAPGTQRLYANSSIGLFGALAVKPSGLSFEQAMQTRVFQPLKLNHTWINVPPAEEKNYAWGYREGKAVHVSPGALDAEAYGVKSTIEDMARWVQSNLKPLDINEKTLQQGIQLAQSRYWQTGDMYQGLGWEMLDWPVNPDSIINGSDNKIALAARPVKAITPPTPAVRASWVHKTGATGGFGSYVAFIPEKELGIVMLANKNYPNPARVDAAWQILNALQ
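20 mM phosphate pH 7.0 + 0.01% (detergent screen) or 0.0001% Triton X-100; 5.3 nM AmpC reagent; cpd preinc 15 min RT; nitrocefin (800 uM stock) to start; A480 q20 s × 4 min; Activity was normalised to no-enzyme and no-compound control wells.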
AMA1 RON2 block – qHTS for Inhibitors of AMA1-RON; Towards Development of Antimalarial Drug Lead: Primary Screen | AlphaScreen AMA1-biotinylated RON2 peptide binding | Potency, µM (titrated, usually from 58.2 µM), without a hit: top-dose activity change, negative = inhibition, usual class: inhibitors | actives 0.2% (n = 360,000);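 note: potency is the fitted concentration of half-maximal effect; 0% = vehicle wells and -100% = peptide control; nearly all actives have a fitted effect of over 45% in size; some results filed as inactive show a strong effect at the top dose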
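AMA1 (3D7) with his tag at 25 nM final met compounds first, then biotinylated RON2 peptide at 25 nM; detection used donor plus acceptor beads, 10 µg/mL apiece, read by AlphaScreen after 30 min at room temperature.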
HCV inh – qHTS Assay for Inhibitors of Hepatitis C Virus (HCV) | Huh7.5.1 HCVcc-Cre infection, luciferase reporter, 44 h | Potency, µM (titrated, usually from 41.8 µM), inactives show at the top dose activity change, negative = inhibition, most hits filed as inhibitors | actives 3.4% (n = 340,000) | AID 651820, 2012; note: potency is the fitted concentration of half-maximal effect
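Infectious HCV cell culture screen: compound-treated cells (1,000/well, pre-plated 4 h) are infected with HCVcc-Cre at roughly 0.5 moi and grown 44 h. Infection is quantified by luciferase signal after 15 min substrate incubation at room temperature.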
HCMV antiviral – qHTS Assay for inhibitors of the human cytomegalovirus (HCMV); activity change, negative = inhibition, % at 57.5 µM; AID 1259415, 2018; HFF cells, HCMV-luciferase reporter, 72 h; active compounds read low; actives 4.5% (n = 410,000); in the data active = activity change below about -60%; inconclusive = no clear call, values can overlap the other calls; inactive = above about -39%
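After 16 h attachment at 37C, HFF cells received test compound and HCMV-luciferase (1 PFU/cell); reporter luminescence read 72 h later, data normalized against buffer-only and known inhibitor Salinomycin.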
Sm TGR inh – qHTS Assay for the Inhibitors of Schistosoma Mansoni Peroxiredoxins; actives 3% (n = 360,000); purified TGR, DTNB reduction, TNB absorbance 405 nm; Potency, µM (series often up to 114 µM), for inactives: top-dose activity change, negative = inhibition, usual class: inhibitors; AID 485364, 2010; note: potency is the fitted concentration of half-maximal effect; nearly all actives have a fitted effect of over 60% in size
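TGR 20 nM + NADPH 100 uM (dispensed conc.), cpd preinc 15 min RT; start with NADPH (500 uM addition) then DTNB (15 mM addition). Kinetic TNB absorbance, 405 nm filter. Four-parameter Hill fit across titration.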
* hit, by the source's call; ? = inconclusive; . = not tested or not shown; & = joins results of further samples; ! = a repeat was not active; [ ] = dose if it differs, or a comment. Unless noted, calls come from the whole dose curve; as a rule, active = well fitted curve in the direction sought with a large enough effect; inconclusive = small, poorly fitted or top-dose-only effect, or another doubt; inactive = no such curve, though single readings can be large; an effect the other way counts as inactive or inconclusive. Unless noted, % is set by controls: 0 for no effect and ±100 for the full control effect.

#	mol	Giardia FBPA inh	AmpC inh detg	AMA1 RON2 block	HCV inh	HCMV antiviral	Sm TGR inh
1	CCN(Cc1nc2ccccc2c(=O)[nH]1)Cc1nc2cc(OC)c(OC)cc2c(=O)[nH]1	5.61µM*	?	94.2%[activator]	15.6%&-10.0%	34.2	-24.2%
2	COc1cccc(CNC(=O)C2CCN(S(=O)(=O)c3cn(C)cn3)CC2)c1	.	0.1%	.	.	-15.8	-1.2%
3	CCCn1c(CCC(=O)Nc2ccc(C)c(Cl)c2)nc2cccnc21	.	-8.6%	.	.	-20.4	-12.3%
4	O=C(O)C(Cc1ccccc1)N1CCS(=O)(=O)CC1 (configuration not stated)	9.2%	-5.5%	-8.4%	2.3%	?	0.9%
5	C=CCN1C(=O)NC(=O)/C(=C/c2cc3c4c(c2)CCCN4CCC3)C1=O	-23.4%	-12.9%	-19.1%	4.9%	-27.9	8.91µM*
6	Cc1ccc(NC(=O)CN2C(=O)N/C(=C/c3ccc4c(c3)OCCO4)C2=O)cc1	10.9%	-4.9%	4.0%	-15.0%	6.7	-2.5%
7	COc1c(Cl)cc(-c2noc(C)c2C(=O)NCc2ccccc2)cc1Cl	-0.9%	?	23.4%	-7.4%	-68.3*	2.6%
8	Cc1cc(C)nc(NS(=O)(=O)c2ccc(NC(=O)c3nn(-c4ccccc4)ccc3=O)cc2)n1	.	6.7%	-1.1%	-8.0%	4.3	4.9%
9	O=C(CCc1nnc(C2CCCCC2)o1)N1CCC(Oc2cccnc2)CC1	5.9%	-8.3%	-12.5%	16.1%	-34.8	0.5%[57.1 µM]
10	COc1ccc(-c2nc(N3CCCCCC3)sc2C(=O)c2ccccc2)cc1	0.6%	1.0%	4.9%	?	?	4.7%

Whole records, quoted from the list:
`CCN(Cc1nc2ccccc2c(=O)[nH]1)Cc1nc2cc(OC)c(OC)cc2c(=O)[nH]1` in the list: Giardia FBPA inh: 5.61µM*; AmpC inh detg: ?; AMA1 RON2 block: 94.2%[activator]; HCV inh: 15.6%&-10.0%; HCMV antiviral: 34.2; Sm TGR inh: -24.2%
`COc1ccc(-c2nc(N3CCCCCC3)sc2C(=O)c2ccccc2)cc1` in the list: Giardia FBPA inh: 0.6%; AmpC inh detg: 1.0%; AMA1 RON2 block: 4.9%; HCV inh: ?; HCMV antiviral: ?; Sm TGR inh: 4.7%

(continued)
#	mol	Giardia FBPA inh	AmpC inh detg	AMA1 RON2 block	HCV inh	HCMV antiviral	Sm TGR inh
11	O=C(N/N=C\C=C\c1ccco1)C1COc2ccccc2O1 (configuration not stated)	?	2.6%	49.2%[activator]	17.9%	23.7	3.16µM*
12	Cc1oc2ncn(C)c(=O)c2c1C(=O)N1CCN(c2cccc(C(F)(F)F)c2)CC1	.	18.0%	.	.	-12.6	-3.4%
13	CC12CC[C@H]3[C@@H](CCC4(O)C[C@H](O)CCC34/C=N/NC(=O)Cc3ccccc3)C1(O)CCC2C1=CC(=O)OC1 (some centres not stated)	6.6%	-0.7%	12.5%	8.0%	-65.7*	-1.4%
14	CCCS(=O)(=O)C(=C1NCCO1)S(=O)(=O)CCC	2.9%	-2.7%	1.6%	10.7%	-38.6	-55.3%
15	Cn1c(C(=O)N2CCN(Cc3ccccc3)CC2)cc2c(=O)n(C)c3ccccc3c21	?	-10.7%	-9.0%	?	21.4	?
16	Cc1nc(CS(=O)(=O)c2ccccn2)sc1C(=O)NNC(=O)c1ccc(Cl)cc1	5.4%	1.4%	78.8%[activator]	-8.0%	6.0	-9.0%
17	CCOc1ccc(NC(=O)COC(=O)Cn2cnc3ccccc32)cc1	.	.	-3.6%[11.6 µM]	27.5%	-8.6	.
18	c1ccc2c(c1)COC(CNC1CCCCC1)OC2	1.6%	0.8%	7.8%	27.2%	20.8	-21.7%
19	CCOC(=O)C1(C)C=C(Nc2cccc(C(=O)O)c2)C(=O)N1c1ccccc1 (configuration not stated)	.	14.1%	.	.	51.4	-1.0%
20	COc1ccc(NC(=O)c2cccc(N3C(=O)C4C5C=CC(C5)C4C3=O)c2)c(OC)c1 (configuration not stated)	4.4%	-2.7%	5.0%	-14.2%	-7.7	6.1%

Given with each value named: entries from further up
(18) c1ccc2c(c1)COC(CNC1CCCCC1)OC2
  Giardia FBPA inh = 1.6%
  AmpC inh detg = 0.8%
  AMA1 RON2 block = 7.8%
  HCV inh = 27.2%
  HCMV antiviral = 20.8
  Sm TGR inh = -21.7%

(19) CCOC(=O)C1(C)C=C(Nc2cccc(C(=O)O)c2)C(=O)N1c1ccccc1 (configuration not stated)
  Giardia FBPA inh = .
  AmpC inh detg = 14.1%
  AMA1 RON2 block = .
  HCV inh = .
  HCMV antiviral = 51.4
  Sm TGR inh = -1.0%

(list continues)
#	mol	Giardia FBPA inh	AmpC inh detg	AMA1 RON2 block	HCV inh	HCMV antiviral	Sm TGR inh
21	CC(=O)c1ccc(OCc2cn(CC(=O)c3ccc(O)cc3)nn2)cc1	.	.	-2.9%	9.1%	-17.0	.
22	Cc1ccc(S(=O)(=O)c2cn(CC(=O)Nc3ccc(F)cc3)c3cc4c(cc3c2=O)OCO4)cc1	.	3.1%	.	.	1.6	-5.9%
23	CCCCC(=O)NNC(=S)NC(=O)C(c1ccccc1)c1ccccc1	9.7%	2.1%	45.2%[activator]	?	-31.6	4.6%
24	CCOc1ccc(S(=O)(=O)NC(=O)c2ccccc2)cc1	.	2.4%	-2.2%	11.6%	-16.6	-26.4%
25	NNC(=O)CNC(c1ccccc1)c1cc(Br)ccc1N (configuration not stated)	3.2%	6.7%	24.8%	-9.0%	-29.7	13.8%
26	Cc1cc(C)nc(Nc2ccccc2F)n1	4.0%	?	0.4%	22.8%	6.3	9.5%
27	O=[N+]([O-])c1ccccc1S(=O)(=O)N1CCN(C2CCN(Cc3ccccc3)CC2)CC1	.	7.1%	-27.9%	-12.5%	10.6	-33.3%
28	CCOC(=O)C1CCN(C2CCN(C(=O)c3oc4c(C)c(C)ccc4c3C)CC2)CC1	.	3.2%	3.2%	-13.5%	78.1	-21.1%
29	CCCN1C(=O)c2[nH]nc(-c3ccccc3O)c2C1c1ccc(OCc2ccccc2)c(OCC)c1 (configuration not stated)	.	18.9%	.	.	?	5.1%
30	CCC(=O)NCCCOc1ccccc1	14.7%	-14.0%	-1.8%	-0.3%	15.0	-16.9%
31	CC(C)CC1NC(=O)N(CC(=O)NC2CCCc3ccccc32)C1=O (configuration not stated)	5.5%	5.2%	-1.4%	11.9%	0.0	5.9%
32	O=C(c1ccc2c(c1)N(Cc1cccc(Cl)c1)C(=O)c1ccccc1S2(=O)=O)N1CCCC1	.	-7.5%	.	.	?	1.5%
33	CCOC(=O)c1cc2n(c1N)-c1ccccc1C2=O	?	0.7%	6.2%	?	46.2	31.6µM*
34	Cn1cnc(S(=O)(=O)N2CCC(C(=O)NCc3ccc(F)cc3)CC2)c1	.	1.6%	.	.	34.0	5.8%
35	COC(=O)c1c(-c2cccs2)csc1NC(=O)COc1ccc(C(C)C)cc1	.	-1.0%	.	.	-33.5	12.0%
36	COc1cccc(CNC(=O)Cn2c(=O)n(CCC(=O)N3CCCCC3)c(=O)c3sccc32)c1	8.0%	-5.1%	-6.0%	?	0.0	-5.0%
37	O=S1(=O)CCC(N2CCOCC2)C1 (configuration not stated)	8.3%	3.3%	10.9%	15.8%	38.4	-3.2%
38	S=C(NCCc1ccccc1)NC1CCC(NC(=S)NCCc2ccccc2)CC1 (configuration not stated)	8.1%	1.6%	-9.3%	-2.4%	?	.
39	C=CCOc1ccc(CNc2ccc(NC(=O)CC(C)C)cc2)cc1OC	-3.6%	-9.5%	-6.3%	?	-23.3	-21.4%
40	COc1cc(C(=O)N2CCC(N3CCCCCC3)CC2)cc(OC)c1OC	.	.	-17.4%	12.1%	27.1	.
41	O=C(O)c1c2c(nc3ccc(S(=O)(=O)N4CCC(C(=O)NCc5ccccc5Cl)CC4)cc13)CCCC2	?	-2.1%	22.0%	14.0%	33.5	3.3%
42	COc1ccc(NC(=O)CCN2CC(C)OC(C)C2)c(OC)c1 (configuration not stated)	0.3%	?	-2.4%	9.5%	14.7	-1.0%
43	O=C(Cc1cccc2ccccc12)NC(=S)Nc1cccc(C(=O)O)c1	22.1%	1.8%	15.9%	2.2%	3.9	?
44	C=CCNC(=O)Nc1ccc(F)c(Cl)c1	0.0%	-0.4%	3.0%	-5.0%	-94.3*	-1.1%
45	Cc1ccc(C2=CC(c3ccc(C)cc3)n3ncnc3N2)cc1 (configuration not stated)	.	.	38.6%[activator]	16.8%	?	.
46	COc1ccc(N2CCN(C(=O)Nc3cn(CC(C)C)c(=O)c4ccccc34)CC2)cc1	.	15.8%	.	.	-25.0	5.7%
47	COc1ccc2c(COC(=O)c3ccc(C)c(S(=O)(=O)N4CCOCC4)c3)cc(=O)oc2c1	.	.	-12.6%	?	-8.7	.
48	Cc1ccc2cc(CN(C(=O)c3ccco3)c3cccc(C)c3C)c(=O)[nH]c2c1	3.4%	4.4%	1.1%	-28.8%	?	12.6µM*
49	Cc1c(Cl)cnc(NC(=O)COC(=O)[C@@H](NC(=O)c2ccco2)C(C)C)c1Cl	.	.	16.9%	-4.6%	-9.2	.
50	O=C(Cn1nnc(-c2ccccc2NC(=O)C2CC2)n1)NC1CCCCC1	-0.2%	?	8.5%	?	21.5	19.7%
51	O=C(NCc1ccc(F)cc1)C1CCC(CNc2c(N3CCCCC3)c(=O)c2=O)CC1 (configuration not stated)	2.3%	-5.1%	-6.2%	8.5%	-25.5	-1.4%
52	COc1cc(OC)c2ccc(=O)oc2c1C(CCN1CCCC(C)C1)c1ccc2c(c1)OCO2 (configuration not stated)	4.3%&-11.3%	-1.2%	20.7%	-17.2%	10.8	1.1%
53	COc1ccc(-n2nc(C(=O)NCC(=O)N3CCN(c4ccccc4OC)CC3)c3ccccc3c2=O)cc1OC	.	2.9%	13.6%	-25.9%	24.8	-16.7%
54	Cc1nn(-c2ccccc2)c2nc(-c3ccncc3)cc(C(=O)NCc3ccco3)c12	11.7%	-20.1%	5.9%	?	87.2	44.7µM*
55	CN1CCN(C(CNC(=O)C(=O)Nc2ccc(F)cc2F)c2ccc3c(c2)OCO3)CC1 (configuration not stated)	.	-2.6%	.	.	-18.6	10.0%
56	Cc1ncc(CO)c2c1Oc1nc(-c3ccccc3)nc(SCC(=O)N3CCCCC3)c1C2	.	-14.6%&20.4%	-10.2%	?	-37.9&2.5	31.6µM*!
57	S=c1[nH]nc(CN2CCCCC2)n1-c1ccc(Cl)cc1	-6.1%	-2.7%	1.6%	7.6%	41.0	-0.3%
